Assay outcomes (PubChem BioAssay)
UBC13 polyUb: blocks human UBC13 polyubiquitin chain formation; P61088; TR-FRET; inhibition, % at 20 µM; actives 0.47% (n = 330,000); AID 485273; in the data active means inhibition above about 45%, passing the limit was not always enough
HKDC1 inhibitor: HKDC1 (human) hexokinase inhibition. Q2TB90. recombinant HKDC1, G6PDH/diaphorase resazurin coupled fluorescence. inhibition, % at 20 µM. actives 0.16% (n = 340,000). AID 493160;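 active means inhibition above about 35% when tested at 20 µM, limit read from the data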;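 further: plate controls were DMSO wells with enzyme for no effect and DMSO wells lacking enzyme for full effect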
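Assay system: in-house recombinant HK5 (HKDC1) enzyme. Input: HKDC1 at 5 µg/mL. Medium: Tris pH 8.0 buffer with MgCl2, Tween-20, BSA, BME. Dosing: single 20 µM dose. Schedule: 90 min reaction incubation at room temperature, dark. Signal: resazurin-to-resorufin fluorescence via G6PDH and diaphorase coupling, 525/613 nm. Controls: DMSO-enzyme wells negative, buffer-substituted wells positive.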
Gli-Sufu block: Gli-Sufu pathway antagonism. Sufu-KO-LIGHT fibroblasts, Gli luciferase reporter luminescence. inhibition, % at 5 µM. actives 0.74% (n = 340,000). AID 588413;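 active means inhibition above about 55%, limit read from the data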;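 further: 0% = DMSO-treated cells and 100% = wells with medium but no cells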
Jurkat NFkB inh: lowers PMA/ionomycin-induced NF-kB signal in Jurkat cells; actives 0.53% (n = 330,000); PMA/ionomycin-induced NF-kB luciferase reporter, luminescence; inhibition, % at 4 µM
SENP8 inh: SENP8 protease inhibition; Q96LD8; purified SENP8, Z-RLRGG-aminoluciferin cleavage, luminescence; inhibition, % at 10 µM; actives 1.2% (n = 330,000); AID 2540
Apaf1 inhib: blocks human Apaf-1 apoptosome activity; O14727; reconstituted apoptosome caspase-3 activity, DEVD-Rh110 fluorescence; inhibition, % at 20 µM; actives 0.71% (n = 330,000); AID 489030; active means inhibition of at least 40% at 20 µM;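 further: plate controls were DMSO wells for no effect and DEVD-CHO caspase inhibitor wells for full effect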
Target sequence (O14727 whole entry, looked up): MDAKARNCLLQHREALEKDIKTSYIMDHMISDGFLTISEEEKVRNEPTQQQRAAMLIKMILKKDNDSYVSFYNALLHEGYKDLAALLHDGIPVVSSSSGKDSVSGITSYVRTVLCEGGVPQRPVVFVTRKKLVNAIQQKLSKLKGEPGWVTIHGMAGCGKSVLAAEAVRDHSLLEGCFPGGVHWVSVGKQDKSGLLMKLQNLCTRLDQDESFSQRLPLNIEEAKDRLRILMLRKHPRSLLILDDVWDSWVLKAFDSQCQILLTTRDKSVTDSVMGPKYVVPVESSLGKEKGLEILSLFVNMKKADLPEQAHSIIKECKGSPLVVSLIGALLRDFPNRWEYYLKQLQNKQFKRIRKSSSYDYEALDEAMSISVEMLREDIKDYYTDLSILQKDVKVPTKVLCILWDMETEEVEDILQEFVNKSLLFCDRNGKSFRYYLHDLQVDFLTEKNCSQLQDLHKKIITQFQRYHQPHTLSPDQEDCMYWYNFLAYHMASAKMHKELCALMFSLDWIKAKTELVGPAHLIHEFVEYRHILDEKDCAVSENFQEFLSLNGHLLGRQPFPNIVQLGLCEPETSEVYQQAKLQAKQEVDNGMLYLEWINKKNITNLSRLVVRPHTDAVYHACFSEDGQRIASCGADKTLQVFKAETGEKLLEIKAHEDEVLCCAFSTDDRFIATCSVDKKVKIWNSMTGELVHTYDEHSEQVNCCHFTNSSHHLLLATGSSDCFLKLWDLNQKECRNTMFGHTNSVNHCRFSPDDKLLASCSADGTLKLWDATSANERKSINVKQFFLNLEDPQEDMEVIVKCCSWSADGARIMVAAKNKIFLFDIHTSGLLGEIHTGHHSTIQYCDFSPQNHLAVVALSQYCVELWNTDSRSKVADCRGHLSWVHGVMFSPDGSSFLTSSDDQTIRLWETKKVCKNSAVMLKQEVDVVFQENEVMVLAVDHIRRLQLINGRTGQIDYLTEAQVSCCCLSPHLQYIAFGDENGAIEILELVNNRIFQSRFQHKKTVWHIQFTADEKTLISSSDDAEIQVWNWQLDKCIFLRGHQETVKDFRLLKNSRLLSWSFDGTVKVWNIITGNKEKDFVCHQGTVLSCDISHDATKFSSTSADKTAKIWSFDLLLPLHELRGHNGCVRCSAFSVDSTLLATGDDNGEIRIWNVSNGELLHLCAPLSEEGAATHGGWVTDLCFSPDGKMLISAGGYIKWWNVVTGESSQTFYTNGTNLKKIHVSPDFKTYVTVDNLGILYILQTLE
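System – cell-free apoptosome with Apaf-1, procaspase-3 and caspase-9 · Buffer or medium – pH 7.5 Hepes buffer with CHAPS, BSA, DTT · Also added – cytochrome c with DEVD-Rh110 · Times – 30 min compound preincubation, 50 min activation, room temperature · Technique – Rh110 fluorescence intensity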
697 NFkB inh: inhibitors of the PMA/ionomycin-induced NF-kB reporter in 697 B cells; 697 B-cell NF-kB luciferase reporter, 16 h; inhibition, % at 4 µM; actives 0.33% (n = 330,000); AID 435022; in the data active means inhibition above about 35%
SENP7 inh: SENP7 protease inhibition; Q9BQF6; recombinant SENP7, Z-RLRGG-aminoluciferin luminescence, 40 min; inhibition, % at 5 µM; actives 1.5% (n = 330,000);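 active means inhibition above about 50% at the single test dose, limit read from the data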;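 further: plate controls were DMSO with enzyme for no effect and no enzyme buffer wells for full effect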
Active calls of the source: *; / = not tested or not shown. Unless noted, no stated cut-off is given here; in the data, active means inhibition above about 50%; inactive means the rest.

Start of the data: the first ten compounds, ahead of the listing:
SMILES	UBC13 polyUb	HKDC1 inhibitor	Gli-Sufu block	Jurkat NFkB inh	SENP8 inh	Apaf1 inhib	697 NFkB inh	SENP7 inh
CCCCNC(=O)c1cc2ccccc2s1	-7	-3	-28	-30	-7	4	-40	-3
O=C(Nc1cc(C(F)(F)F)ccc1-n1cncn1)C1CC1	-6	-4	2	-5	0	-5	-2	6
CCCCN1C(=O)C(NC(=O)CC(C)C)(C(F)(F)F)C2=C1CC(C)(C)CC2=O (stereo not given)	3	-3	6	3	-3	7	9	8
Cc1cc(=O)[nH]c(N/N=C/c2cn(CCC#N)nc2-c2ccccc2)n1	-5	3	-2	-1	6	-16	14	3
Nc1ccc2[nH]ncc2c1	-6	6	8	15	21	31	13	19
CC(C)C(C(=O)OCC(=O)c1ccccc1)N1C(=O)C2C3C=CC(C3)C2C1=O (stereo not given)	-2	-13	-1	7	-3	-10	9	4
Cc1ccccc1C(=O)NCC(=O)N1CCN(c2ccccn2)CC1	10	-8	3	-1	1	-1	-5	0
Cc1cccc(N(C(=O)c2sc(C)nc2C)C(C(=O)NCc2ccco2)c2ccccc2)c1 (stereo not given)	-4	2	10	4	-8	-10	-8	-6
C/C(=N/Nc1cc(-c2ccccc2)nc(-c2ccccc2)n1)c1ccc(O)cc1	13	-7	3	1	-3	13	-52	-3
CCOC(=O)c1[nH]c2ccc(Br)cc2c1NC(=O)CNC	0	-3	7	-3	6	-15	3	2

All compounds of this part, from the first entry:
SMILES	UBC13 polyUb	HKDC1 inhibitor	Gli-Sufu block	Jurkat NFkB inh	SENP8 inh	Apaf1 inhib	697 NFkB inh	SENP7 inh
CCCCNC(=O)c1cc2ccccc2s1	-7	-3	-28	-30	-7	4	-40	-3
O=C(Nc1cc(C(F)(F)F)ccc1-n1cncn1)C1CC1	-6	-4	2	-5	0	-5	-2	6
CCCCN1C(=O)C(NC(=O)CC(C)C)(C(F)(F)F)C2=C1CC(C)(C)CC2=O (stereo not given)	3	-3	6	3	-3	7	9	8
Cc1cc(=O)[nH]c(N/N=C/c2cn(CCC#N)nc2-c2ccccc2)n1	-5	3	-2	-1	6	-16	14	3
Nc1ccc2[nH]ncc2c1	-6	6	8	15	21	31	13	19
CC(C)C(C(=O)OCC(=O)c1ccccc1)N1C(=O)C2C3C=CC(C3)C2C1=O (stereo not given)	-2	-13	-1	7	-3	-10	9	4
Cc1ccccc1C(=O)NCC(=O)N1CCN(c2ccccn2)CC1	10	-8	3	-1	1	-1	-5	0
Cc1cccc(N(C(=O)c2sc(C)nc2C)C(C(=O)NCc2ccco2)c2ccccc2)c1 (stereo not given)	-4	2	10	4	-8	-10	-8	-6
C/C(=N/Nc1cc(-c2ccccc2)nc(-c2ccccc2)n1)c1ccc(O)cc1	13	-7	3	1	-3	13	-52	-3
CCOC(=O)c1[nH]c2ccc(Br)cc2c1NC(=O)CNC	0	-3	7	-3	6	-15	3	2
CC(C)CN(CC(C)C)C(=O)Cc1coc2ccc3ccccc3c12	8	8	12	3	5	16	16	-7
Cc1c(NS(=O)(=O)c2ccccc2)c(=O)n(-c2ccccc2)n1C	2	-1	1	0	-1	-2	-21	-2
O=C(CN1CCCCC1)N=Nc1c(O)[nH]c2ccccc12	-12	-10	-2	-4	-6	-13	16	-3
CCc1c(C)nc(SCC(=O)c2ccc(C)c(C)c2)[nH]c1=O	-4	-8	4	-5	8	-36	6	4
CN1CCc2c(sc(NC(=O)C3CCCCC3)c2C(N)=O)C1	-7	2	4	-23	-5	0	-1	14
Cn1ccnc1SCCNC(=O)CCc1nnc(CCc2ccccc2)o1	8	-7	7	4	3	-11	-2	10
COc1cc(CC(=O)Nc2nccs2)cc(OC)c1OC	2	-4	3	15	-7	-15	1	0
CCCCCc1nc2c(C#N)c(-c3ccc(Cl)cc3)ccn2n1	4	-4	-20	-17	0	3	-21	0
O=C(Nc1nnc(Cc2ccccc2F)s1)Nc1ccccc1F	-3	-4	-26	-39	-4	2	-15	85*
O=C(NCCCC1CCCC1)C1CCC(=O)N(Cc2ccc(Cl)cc2)C1 (stereo not given)	11	2	11	11	-15	22	-7	-7
CC(C)[C@H](NC(=O)OCc1ccccc1)C(=O)NCc1ccccc1	-13	-10	-8	-7	-5	6	-2	-15
COc1ccc(CN2CCc3ccc(NC(=O)CCc4ccccc4OC)cc3C2)c(O)c1	4	4	-2	20	-4	14	-10	1
CCC(C)NC(=O)CSc1nc2ccsc2c(=O)n1-c1ccc(OC)cc1 (stereo not given)	9	-10	5	-4	2	-14	-14	4
CCOCCn1c(SCCCc2ccccc2)nc2c1c(=O)[nH]c(=O)n2C	6	-3	4	1	-1	7	-58	-2
CC[C@]12c3[nH]c4cc(CCC(=O)N(C)C)ccc4c3CCN1C(=O)[C@@H](CC(=O)NCCC1=CCCCC1)C[C@@H]2C(=O)N1CCN(C(=O)c2ccco2)CC1	/	-5	14	/	/	14	15	8

Remaining list, next part.
SMILES	UBC13 polyUb	HKDC1 inhibitor	Gli-Sufu block	Jurkat NFkB inh	SENP8 inh	Apaf1 inhib	697 NFkB inh	SENP7 inh
COc1ccc(N(C)C(=O)C2CCN(S(=O)(=O)c3cccc4nonc34)CC2)cc1	0	-3	-7	-11	-3	4	18	-3
O=c1oc(CCCO)cc2ccc(/C=C/c3cccc([N+](=O)[O-])c3)cc12	-23	-1	-17	-125	2	-10	-15	61*
CC(NC(=O)C1CC1)C(c1cccs1)N1CCOCC1 (stereo not given)	-6	-6	3	0	-1	-17	4	6
O=C(Nc1ccc(Cl)cc1)C1CC2CCCC(C1)C2=O (stereo not given)	2	-1	4	-4	1	-3	27	12
C/C(=N\NC(=O)c1ccccc1F)c1cccc(NC(=O)c2ccc(C)cc2)c1	-2	-9	-39	-26	0	16	-20	2
CC1(/[N+]([O-])=C/c2ccc(F)cc2)CCCCC1=O (stereo not given)	-4	0	-1	8	-7	-5	24	3
COc1ccc(Br)c(C(=O)NC2CCCC2)c1	9	-6	1	-8	-1	-9	2	2
COc1ccccc1CN1CC(C(=O)NCCn2ccc(C)n2)CCC1=O (stereo not given)	0	0	-10	1	-17	-5	0	8
COc1ccc(Cl)cc1NC(=O)c1oc(C)nc1C	-2	-2	7	-13	1	6	12	9
COc1ccc(C2CCCN2C(=S)Nc2cccc(Cl)c2)cc1OC (stereo not given)	0	-1	-22	-5	5	-7	14	5
N#C/C(C(=O)c1ccccc1)=C1/CCCCCN1	3	3	-51	-55	-16	-6	-64	-1
CCCCN(CC)S(=O)(=O)N1CCC(C(=O)NCCCN2CCOCC2)CC1	-9	7	1	11	-8	-5	-23	-9
CC1(C(=O)OCC(=O)Nc2ncc(Cl)cc2Cl)CC1(Cl)Cl (stereo not given)	-6	1	-16	-9	-5	5	-1	-16
CC(NC(=O)c1cc(S(=O)(=O)N2CCOCC2)cn1C)c1ccccc1 (stereo not given)	2	-3	-4	7	-10	6	5	10
COc1ccc(Br)cc1/C=N/NC(=O)CN1CCN(Cc2ccccc2)CC1	10	-5	-1	4	0	-5	6	-4
Cc1ccc(-n2c(C)cc(/C([O-])=C(/C(=S)Nc3ccc(F)c(Cl)c3)[n+]3ccccc3)c2C)cc1	-25	1	8	-3	7	19	-1	3
CC(C)(C)C(=O)Nc1cc(S(=O)(=O)N2CCCCC2)ccc1N1CCCCC1	4	-6	55	12	0	27	8	7
C#CCOCCOCCOCCNc1nc(N2CCOCC2)nc(N2CCN(C(=O)CCCCCCCCCCNC(=O)[C@H](CO)n3cc(CCCSC)nn3)CC2)n1	2	-1	7	8	4	25	-1	-11
O=C(NCc1ccccc1)c1cccc(S(=O)(=O)N2CCCCC2)c1	5	-1	5	-4	2	4	5	5
O=C(O)C(C(O)c1ccccc1)[n+]1ccccc1 (stereo not given)	-5	1	-6	7	-2	0	9	0
O=C(CNC(=O)c1ccco1)OCC(=O)c1ccccc1	-5	-5	-1	-5	-9	-4	-16	-4
CCC(=O)N1CCc2cc(S(=O)(=O)CCC(=O)N(C)c3ccc(OC)cc3OC)ccc21	-1	-2	-2	-3	4	-16	-6	2
CC(C)Oc1ccc(OCCNC2CCCC2)cc1	14	-3	3	-3	3	-3	27	-5
CN1C(=O)C(CC(=O)Nc2ccccc2)S/C1=N/c1nccs1 (stereo not given)	-9	-13	1	6	-6	-4	-16	-11
CC(=O)Nc1ccccc1OCC(=O)NC(C)c1ccc(F)cc1 (stereo not given)	-4	-10	-4	9	-7	6	21	-6

(list continues)
SMILES	UBC13 polyUb	HKDC1 inhibitor	Gli-Sufu block	Jurkat NFkB inh	SENP8 inh	Apaf1 inhib	697 NFkB inh	SENP7 inh
COc1ccccc1C(=O)N1N=C(c2ccc(NS(C)(=O)=O)cc2)CC1c1cccs1 (stereo not given)	-1	1	1	-4	5	4	10	0
C=CCn1c(SCC(=O)c2ccc(O)c(O)c2)nnc1-c1cccc(OC)c1	-14	-2	13	-2	-15	13	-19	7
COc1ccc(S(=O)(=O)NNC(=O)c2ccccc2-n2cccc2)cc1	-1	-9	7	11	4	-8	18	-6
C=CCN(c1ccc(F)cc1)S(=O)(=O)c1cc(C(=O)OCC(=O)N(C)C2CCS(=O)(=O)C2)ccc1Cl (stereo not given)	-1	-5	-34	-14	-3	8	-18	9
Cc1ncc(/C=C2\C(=O)Nc3ccccc32)[nH]1	-12	-1	1	4	-22	-14	25	0
CCC(=O)N1CCc2cc(Br)cc(S(=O)(=O)N(C)c3ccc(OC)cc3OC)c21	0	-6	12	-1	-1	16	-8	-4
Cc1ccnc(NCc2c(O)ccc3ccccc23)c1	54*	17	3	4	-18	10	-25	5
O=C(c1nc2ccccn2c1CN1CCCC(c2nc3ccccc3o2)C1)N1CCCC1 (stereo not given)	-14	-5	10	-15	-6	9	-38	-8
C=CCn1c(SCC(=O)c2ccccc2)nnc1-c1cc2ccccc2o1	1	-1	-7	-3	1	30	8	-4
CC(=O)Nc1ccccc1C(=O)C(=O)Nc1ccc(C(=O)N2CCOCC2)cc1	-21	-8	-27	1	-1	3	-55	-12
Cc1nn(-c2ccccc2)c2c1C(c1ccco1)C(C#N)=C(N)O2 (stereo not given)	-52	4	-25	0	-3	20	-17	2
CC(=O)N1CCSc2ccc(S(=O)(=O)NCCc3ccc(C)cc3)cc21	8	6	12	21	5	8	-23	10
CC(C)(C)NC(=O)NC(=O)COC(=O)c1nc(-c2ccccc2)n(-c2cccc(C(F)(F)F)c2)n1	8	-2	-15	5	9	-47	9	3
COc1ccc(S(=O)(=O)N(C)C)cc1NC(=O)[C@H](Cc1ccccc1)N1C(=O)c2ccccc2C1=O	6	19	1	12	-3	1	-2	-3
CCOc1ccc(NS(=O)(=O)N(C)C)cc1	-6	0	1	5	5	3	5	8
COc1ccc(CNC(=S)N2CCN(Cc3ccccc3)CC2)cc1	-6	-7	9	0	-10	6	1	-7
Cc1ccc(-n2nc3c(c2NC(=O)c2cc4ccccc4o2)CS(=O)(=O)C3)cc1	4	-1	-10	2	0	14	12	-5
CCOc1cc2c(cc1OCC)C(c1ccccc1)N(c1ccc(C(=O)O)cc1)C(=O)C2 (stereo not given)	17	-3	-6	12	-1	-18	23	-2
CCCC(=O)NC(=S)Nc1ccccc1C(F)(F)F	3	-1	-7	4	-1	4	-20	12
O=C(NCc1ccccc1F)C1CCC(=O)N(Cc2ccc(Cl)cc2)C1 (stereo not given)	6	-2	-17	-4	3	-2	-7	12
COC(=O)c1cc2cc(NS(=O)(=O)c3ccc(C)cc3)ccc2s1	10	6	-4	-13	-2	20	3	5
Cn1c(SCC(=O)c2ccc(O)c(O)c2)nnc1-c1ccccc1	-1	-3	3	-1	2	1	-40	4
